Screens: PubChem, National Center for Advancing Translational Sciences (NCATS)
Tau fluor cs = counter-screen for tau fibril formation inhibitors | Potency, µM (doses to about 57.7 µM), for the others: at the top dose activity change, negative = decrease | tau K18 P301L Alexa594 fluorescence, heparin fibrillization | 280,000 tested, 0.93% active; further: on the % scale 0 is the no-effect control and ±100 the full control effect; nearly all actives have a fitted effect of over 55% in size
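Human K18 P301L tau (15 uM unlabeled plus 0.24 uM Alexa 594-labeled, final) in 100 mM sodium acetate pH 7 was mixed with compound and 20 uM heparin and incubated 6 hr at 37 C.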
SMN2 splice up = increases expression of the SMN2 splice variant | HEK293 SMN2-luciferase splicing reporter, luminescence, 30-36 h | Potency, µM (doses to about 46.1 µM), without a hit: top-dose activity change, positive = activation, hits mostly activators | 210,000 tested, 2.8% active | AID 1458; further: % of control where 0% means no effect; nearly all actives have a fitted effect of over 55% in size
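HEK293 cells carry an SMN2 minigene-luciferase reporter in which exon 7 inclusion puts luciferase in frame. Cells were seeded at 2000 cells/well, attached for 10-12 hours, then exposed to compounds for 30-36 hours at 37C before ONE-Glo luminescence.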
HTT aggregate = inhibitors of mutant huntingtin aggregate formation in PC12 cells; PC12 HttQ103-GFP aggregates, Acumen cytometry, 40 h; Potency, µM (doses to about 46.1 µM), for the others: at the highest dose activity change, negative = inhibition, most hits filed as inhibitors; 220,000 tested, 1.1% active; further: on the % scale 0 is the no-effect control and ±100 the full control effect; nearly all actives have a fitted effect of over 60% in size
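Quantitative HTS on tebufenozide-induced (100 nM) PC12 cells stably expressing polyQ103 Huntingtin exon 1–GFP. Reduction of bright GFP aggregates, detected by laser scanning cytometry after lysis, identified actives across the titration.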
JMJD2E inh = blocks human JMJD2E demethylase activity. B2RXH2. JMJD2E catalytic domain, FDH-coupled NADH fluorescence (FDH is formaldehyde dehydrogenase). Potency, µM (doses to about 57.1 µM), without a hit: at the top dose activity change, negative = inhibition, most hits filed as inhibitors. 230,000 tested, 1.6% active. AID 2147; active means well fitted inhibition curve with a large enough effect, not every such curve was filed as active; inconclusive means small, poorly fitted or top-dose-only effect, or another doubt; inactive means no such curve, though single readings can be large or run the other way;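 further: 0% = wells with enzyme and -100% = buffer wells without enzyme; nearly all actives have a fitted effect of over 50% in size; many of its hits are not listed in these tables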
Target sequence (B2RXH2 1-337 limits assumed): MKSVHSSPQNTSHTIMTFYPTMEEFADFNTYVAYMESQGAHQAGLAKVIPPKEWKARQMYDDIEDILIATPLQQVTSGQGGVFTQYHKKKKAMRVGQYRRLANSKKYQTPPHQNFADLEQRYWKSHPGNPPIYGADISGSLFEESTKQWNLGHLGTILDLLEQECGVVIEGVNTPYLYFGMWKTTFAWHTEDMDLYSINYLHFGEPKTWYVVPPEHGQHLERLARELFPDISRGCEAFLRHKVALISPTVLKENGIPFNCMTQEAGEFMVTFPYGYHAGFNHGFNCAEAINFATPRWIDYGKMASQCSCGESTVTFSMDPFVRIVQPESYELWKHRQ
Tau fibril FP = blocks human tau fibril formation measured by polarization; 280,000 tested, 0.39% active; P10636; K18 P301L tau heparin fibrillization, Alexa594 FP, 6 h; Potency, µM (top dose mostly 57.7 µM), without a hit: at the top dose activity, negative = inhibition, usual class: inhibitors; further: on the % scale 0 is the no-effect control and ±100 the full control effect; nearly all actives have a fitted effect of over 55% in size
Target sequence (P10636 561-689 P618L limits assumed): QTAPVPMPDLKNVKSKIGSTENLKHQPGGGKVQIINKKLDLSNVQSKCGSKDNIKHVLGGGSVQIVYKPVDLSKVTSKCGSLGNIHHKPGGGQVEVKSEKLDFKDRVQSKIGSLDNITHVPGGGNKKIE
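FP of Alexa 594-tau after heparin (20 uM) induction. Substrate: human K18 P301L, 15 uM unlabeled, 0.24 uM labeled. Buffer 100 mM sodium acetate pH 7. 6 hr, 37 C.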
HTT cytoprotect = protects HTT-Q103 PC12 cells, measured by ATP. Potency, µM (top dose mostly 56.4 µM), without a hit: cytoprotection (ATP increase), usual class: activators. PC12 HTT-Q103 induced, cytoprotection, ATP luminescence, 40 h. AID 1471. 230,000 tested, 0.14% active;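 further: % of control where 0% means no effect; nearly all actives have a fitted effect of over 45% in size; toxic huntingtin expression switched on by the ecdysone agonist tebufenozide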
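Rat PC12, Q103 Htt exon1-GFP fusion, ecdysone promoter; tebufenozide inducer 100 nM final; compound titration; qHTS, 1500 cells/well; ATPlite luminescent read.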
Tau ThT inhib = inhibitors of human tau fibril formation, thioflavin T binding. recombinant tau K18 P301L (four-repeat tau fragment), heparin-induced fibrillization, ThT fluorescence. Potency, µM (top dose mostly 57.4 µM), for the others: top-dose activity, negative = inhibition, actives largely listed as inhibitors. 270,000 tested, 2.1% active. AID 1460; further: on the % scale 0 is the no-effect control and ±100 the full control effect; nearly all actives have a fitted effect of over 55% in size
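Heparin-induced (20 uM) aggregation of recombinant human K18 P301L tau, 15 uM unlabeled with 0.24 uM labeled, pH 7 acetate buffer, 6 hr at 37 C with compound. Fibrils quantified by 30 uM ThT fluorescence after 1 hr ambient incubation.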
ALDH1A1 block = ALDH1A1 (human) enzyme inhibition. Purified ALDH1A1, NADH fluorescence, propionaldehyde substrate. AID 1030. P00352. Potency, µM (top dose mostly 75.3 µM), without a hit: at the top dose activity, negative = inhibition, most hits filed as inhibitors. 220,000 tested, 7.3% active; active means well fitted inhibition curve with a large enough effect, not every such curve was filed as active; inconclusive means small, poorly fitted or top-dose-only effect, or another doubt; inactive means no such curve, though single readings can be large or run the other way;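 further: plate controls were no enzyme wells and a reference inhibitor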
Target sequence (P00352 whole entry, looked up): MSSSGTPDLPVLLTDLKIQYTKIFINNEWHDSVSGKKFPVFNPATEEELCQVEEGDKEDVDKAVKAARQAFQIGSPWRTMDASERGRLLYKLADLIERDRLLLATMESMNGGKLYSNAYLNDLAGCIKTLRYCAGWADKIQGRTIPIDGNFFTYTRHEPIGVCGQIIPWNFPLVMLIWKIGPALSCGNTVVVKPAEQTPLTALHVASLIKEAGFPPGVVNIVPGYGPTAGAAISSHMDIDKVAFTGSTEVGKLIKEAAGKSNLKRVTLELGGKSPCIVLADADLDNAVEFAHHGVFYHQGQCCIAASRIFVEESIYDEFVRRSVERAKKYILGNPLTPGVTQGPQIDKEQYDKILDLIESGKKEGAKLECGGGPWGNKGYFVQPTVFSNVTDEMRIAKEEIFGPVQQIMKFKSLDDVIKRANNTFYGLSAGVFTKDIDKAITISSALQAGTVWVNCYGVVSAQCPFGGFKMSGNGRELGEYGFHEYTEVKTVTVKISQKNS
Starred values were filed as active, the others as inactive; ? = inconclusive; nt = no result given; & = joins results of further samples; ! = a repeat was not active; [ ] = remark or other dose. Unless noted, the call rests on the fitted dose curve; in most records, active means well fitted curve in the direction sought with a large enough effect; inconclusive means small, poorly fitted or top-dose-only effect, or another doubt; inactive means no such curve, though single readings can be large; an effect the other way counts as inactive or inconclusive. Potency means the concentration at half of the fitted maximal effect. This is a subset; the hit share may differ from the screen's.

item	mol	JMJD2E inh	Tau ThT inhib	Tau fibril FP	HTT aggregate	ALDH1A1 block	SMN2 splice up	HTT cytoprotect	Tau fluor cs
1	COc1ccc(OC)c(N(CC(=O)N2CCc3ccccc3C2)S(C)(=O)=O)c1	-4.9%	4.7%	3.4%	-5.7%	-25.4%	-14.6%	-23.0%	4.1%
2	Cc1nc(SCC(=O)c2ccc(F)c(F)c2)[nH]c(=O)c1Oc1ccc(F)cc1	-9.6%	0.6%	12.3%	14.1%[9.22 µM]	?	nt	8.8%[10 µM]	10.4%
3	Cc1ccccc1OCC(=O)N(Cc1ccc(N(C)C)cc1)CC1CCCO1 (stereo unspecified)	nt	-8.5%	2.6%	nt	nt	-13.7%	nt	-2.3%
4	Cc1ccc2cccc(OCc3ccccc3)c2n1	-10.4%	-0.8%	-3.2%	17.7%[9.22 µM]	nt	nt	4.1%[10 µM]	-7.8%
5	Cc1cc(C(=O)NC(Cc2ccccc2)C(=O)O)c(C)o1 (stereo unspecified)	-7.1%	nt	-6.7%	-4.4%[9.22 µM]	nt	nt	-3.2%[10 µM]	-7.6%
6	CC(=O)Cn1cnc2c(sc3nc(C)cc(C)c32)c1=O	-10.7%	-4.3%	2.6%	4.9%[9.22 µM]	nt	nt	3.8%[10 µM]	-2.8%
7	Cc1ccc(N2C(=O)C3CC3C2=O)cc1 (stereo unspecified)	-0.6%	0.5%	-3.1%	8.2%	2.4%	4.8%	-21.0%	1.0%
8	CCc1ccc(Nc2ncccc2C#N)cc1	-0.9%	-12.6%	6.4%	0.8%	-11.1%	8.4%	9.5%	-2.5%
9	COC(=O)C(C)SC1=N/C(=C/c2ccc(-n3cncn3)cc2)C(=O)N1 (stereo unspecified)	-1.2%	nt	-12.7%	3.5%[9.22 µM]	nt	nt	12.1%[10 µM]	-3.1%
10	CC(C)CCn1c(SCCN2CCOCC2)nc2c1c(=O)[nH]c(=O)n2C	5.3%	-2.2%	-5.2%	-0.1%	-12.3%	-4.6%	-21.1%[10 µM]	-4.4%
11	O=c1n(Cc2ccccc2Cl)c2ccccc2c2nc(-c3ccccc3)nn12	nt	2.6%	-7.2%	nt	nt	-13.3%	nt	-12.1%
12	Cc1ccnc(NC(=O)CCCc2ccccc2)c1	0.4%	-3.0%	1.1%	-4.9%	-7.9%	?	38.8%[0.074 µM]	-1.7%
13	COc1cc(C)c(N(C(C)=O)c2ccccc2)c(C)c1	0.3%	-2.2%	1.4%	-7.1%	6.5%	-6.4%	0.3%	-2.5%
14	O=C(N/N=C\c1ccc(Sc2ccccn2)o1)c1cccc(F)c1	-3.8%	-2.1%	-8.8%	11.4%	11.0%	?	-101.5%[inhibitor]	-12.0%
15	COc1nonc1NCn1nc(C)cc1C	5.7%	-6.3%	3.0%	-2.1%	-3.5%	25.5%	-9.1%	-2.8%
16	CCOC(=O)c1oc2nc(C(C)C)c3c(c2c1N)CCC3	?	-17.1%	5.4%	-3.6%	?	-0.9%	-9.3%[0.074 µM]	-13.5%
17	COc1cc(CO)ccc1OCC(=O)Nc1ccc(Br)cc1	3.1%	-2.4%	-4.7%	?	1.9%	14.7%	-45.6%[inhibitor]	-4.6%
18	CN=c1sc2ccccc2n1CC(O)c1ccccc1 (stereo unspecified)	5.0%	-5.5%	-5.5%	4.4%[9.22 µM]	2.5%	nt	3.6%[10 µM]	-7.8%
19	CS(=O)(=O)N1CCCC(C(=O)NCc2ccccn2)C1 (stereo unspecified)	9.3%	-20.0%	-0.2%	0.1%	-12.6%	3.5%	2.0%	-17.5%
20	CC1CN(C2CCN(S(=O)(=O)Cc3ccccc3)CC2)CC(C)O1 (stereo unspecified)	-26.5%	-3.7%	5.7%	-14.3%	-11.1%	nt	1.2%	-0.5%
21	O=C1CCCc2ccccc2N1Cc1cccc(Cl)c1	0.3%	-7.4%	4.2%	-3.9%	-7.3%	-32.0%[inhibitor]	18.7%	-9.5%
22	O=S(=O)(Nc1ccc(C(F)(F)F)cc1)c1ccc2c(c1)OCCO2	nt	-15.9%	?	nt	nt	-16.4%	nt	?
23	NC(=O)c1ccccc1NC(=O)CS(=O)(=O)Cc1ccccc1	?	4.8%	-1.2%	10.3%	?	-4.8%	-5.2%	-2.1%
24	CC1=C(/C=C/C(C)=C/C=C/C(C)=C/C(=O)Nc2ccc(O)cc2)C(C)(C)CCC1	20µM*!	15.8µM*	13.7%&-15.1%&10.1%&0.8%&15.0%	?	20µM*!	0.5%&-28.0%&-0.6%&-32.3%&6.5%&-25.6%	?	11.2µM*[quencher]
25	Cc1nnn(-c2nonc2N)c1C(=O)NNC(=O)c1ccc(Cl)c(Cl)c1	0.3%	-1.0%	-1.6%	3.3%	0.3%	-9.7%	8.2%	-0.6%
26	CCOC(=O)COc1ccc(F)cc1C(=O)c1ccn2nc(-c3ccc(C)cc3)cc2n1	nt	1.1%	-5.4%	nt	nt	6.3%	nt	-2.0%
27	Cc1cccc(Cc2nnc(NC(=O)c3cccc(S(=O)(=O)N4CCOCC4)c3)s2)c1	2.1%	-1.1%	2.1%	30.1%	?	-15.0%	29.1%[1.9 µM]	-3.4%
28	CCCCCOc1ccc(NC(=O)C(=O)NCCCn2ccnc2)cc1	-8.1%	-11.0%	-12.5%	?	-1.8%	-49.2%[inhibitor]	?	-18.0%
29	Cc1nc(N2CCN(c3ccccc3)CC2)nc2c1C(=O)CC(C)C2 (stereo unspecified)	-12.4%	?	10.8%	?	?	-24.1%	-0.4%[0.074 µM]	-11.0%
30	NS(=O)(=O)c1cccc(NC(=O)CSc2nnnn2-c2ccccc2)c1	5.0%	-2.7%	1.0%	-10.3%[9.22 µM]	nt	nt	4.8%[10 µM]	-5.1%
31	O=c1c2ccccc2cnn1-c1ccc(Cl)cc1	0.7%	-11.1%	3.1%	-2.0%	9.0%	10µM*	-18.0%	-5.1%
32	Cc1ccc(-n2nnnc2SCC(=O)Nc2nc(-c3ccc(F)cc3)cs2)cc1C	2.3%	7.0%	-1.8%	-4.0%	-3.6%	-9.7%	-36.0%	-7.2%
33	CCOC(=O)C1CCCN(S(=O)(=O)c2cc(Br)cc3c2N(C(=O)CC)CC3)C1 (stereo unspecified)	nt	-7.8%	-1.3%	nt	nt	6.8%	nt	-16.5%
34	CCOC(=O)CCC(NC(=O)CCC(=O)NC(CCC(=O)OCC)C(=O)OCC)C(=O)OCC (stereo unspecified)	-3.5%	-2.9%	-14.3%	-2.0%	9.6%	-5.0%	9.7%[10 µM]	-1.0%
35	COCc1cc(C)nc(SCC(=O)Oc2ccc(Cl)cc2)c1C#N	?	?	8.2%	9.6%	?	-3.3%	-41.9%[inhibitor]	-18.1%
36	CCOc1ccc(C2Nc3ccccc3C(CC)(CC)O2)cc1 (stereo unspecified)	-9.7%	-13.4%	-9.4%	-3.0%	?	5.9%	-6.5%	-13.6%
37	CC(C)(C)c1nnc(NC(=O)C2c3ccccc3Oc3ccccc32)s1	-13.4%	22.4µM*	15.8µM*	-14.3%[9.22 µM]	nt	nt	-17.2%[10 µM]	-26.3%
38	CC1=NN(C(N)=S)C(=O)C1N=Nc1ccccc1 (stereo unspecified)	-12.8%	?	-1.0%	-3.5%	22.4µM*	23.6%	-11.4%	-4.5%
39	COC(=O)c1ccccc1NC(=O)COC(=O)c1cccnc1	5.3%	-2.7%	4.8%	-14.8%	6.8%	nt	-15.2%	-2.3%
40	COc1ccc(OC)c(C(c2nnnn2C(C)(C)C)N2CCc3ccccc3C2)c1 (stereo unspecified)	1.8%	?	-4.1%	-15.5%	-4.7%	-15.6%	11.5%	-15.4%
41	Cc1ccccc1-c1nc(CN2CCC(C(=O)NCCCN3CCOCC3)CC2)c(C)o1	-4.6%	2.2%	1.9%	-3.9%	0.1%	9.1%	-22.2%[0.074 µM]	5.4%
42	CN(C[C@H](Cc1ccccc1)N(C[C@H](CC1CCCCC1)N(CCc1ccccc1)N=O)N=O)N=O	-0.2%	-2.9%	0.5%	13.6%[9.22 µM]	-5.5%	nt	10.2%[10 µM]	-10.7%
43	CCn1cc(C(=O)NCc2ccc(C)cc2)c(=O)c2cc(S(=O)(=O)N(C)C3CCCCC3)ccc21	nt	-10.5%	-4.0%	nt	nt	-23.6%	nt	-24.0%
44	NS(=O)(=O)c1cc(C(=O)OCC(=O)NC2CC2)ccc1Cl	2.7%	-1.9%	4.8%	-9.3%	3.7%	12.8%	18.1%	-3.6%
45	Cc1ccccc1-c1ccc(=O)n(CC(=O)Nc2ccc(N3CCOCC3)cc2)n1	4.1%	-5.4%	4.2%	-3.6%	-0.9%	1.3%	-10.6%	-10.1%
46	O=C(Nc1nc(-c2ccccc2)cs1)Nc1ccc(F)cc1F	3.4%	-4.1%	?	-29.2%	4.1%	-53.3%[inhibitor]	-16.1%	-29.0%
47	O=C(NNc1ccccc1F)c1ccccc1	-15.4%	-3.1%	-5.0%	6.9%[9.22 µM]	nt	nt	12.9%[10 µM]	-5.6%
48	COC(=O)c1cc(OC)c(OC)cc1NC(=O)c1ccco1	?	-6.3%	1.1%	-24.1%	0.8%	-12.0%	-12.5%	-1.3%
49	Oc1ccc(Br)cc1-c1cc(-c2ccco2)[nH]n1	-2.5%	-9.5%	?	?	-3.8%	nt	7.4%	?
50	CCNC(=O)CN(c1ccc(Br)c(C)c1)S(C)(=O)=O	6.6%	-0.4%	1.1%	-14.0%	2.5%	nt	-8.1%	-1.1%
51	O=[N+]([O-])c1ccc(N/N=C/c2ccc(OCc3cccc4ccccc34)cc2)nc1	0.6%	?	-3.2%	25.3%	-8.8%	-20.1%	-3.6%	?
52	CCC(C)(C)NC(=O)C(c1cccc(OC)c1OC)N(CC(C)C)C(=O)CCC(=O)Nc1cc(C)on1 (stereo unspecified)	0.3%	-14.8%	-1.8%	-13.0%	2.9%	2.3%	4.7%[10 µM]	-18.4%
53	N#Cc1cc(-c2ccccc2)nc(NN)n1	?	?	-0.9%	-5.0%[9.22 µM]	nt	nt	-5.5%[10 µM]	?
54	Cc1ccc(C(=O)C(=S)N2CCOCC2)cc1	1.4%	-14.5%	0.6%	0.5%	0.9%	8.5%	nt	-17.0%
55	Nc1sc2c(c1C(=O)NCCc1ccccc1)CCC2	-0.1%	?	?	nt	20µM*	2.2%	nt	-18.9%
